Epigenetic reg – epigenetic control regulation, reporter derepression; murine LDR cells, GFP reporter derepression, 30 h; Potency, µM (doses to about 53.9 µM), for inactives: at the highest dose GFP activation, most hits filed as activators; 280,000 compounds, 0.2% hits; also: potency is read from the fitted curve at half-maximal effect; % of control where 0% means no effect; nearly all actives have a fitted effect of over 60% in size
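Murine LDR cells carrying a silenced, genomically integrated CMV-driven GFP reporter were exposed to compound for 30 hours at 37 C. After PBS washes, GFP-positive cells (20–120 um objects) were counted by laser-scanning microplate cytometry.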
IMPase Li inh – IMPase inhibition in cells with lithium potentiation | Potency, µM (top dose mostly 59.4 µM), for the others: top-dose activity, negative = IMPase inhibition, most hits filed as inhibitors | CHO-M1 cells, IP1 TR-FRET (IP-One), carbachol + lithium | 210,000 compounds, 0.35% hits;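 also: IP1 builds up when IMPase is blocked and the TR-FRET signal falls; potency is read from the fitted curve at half-maximal effect; plate controls were basal vehicle for no effect and high inhibitor control for full effect; nearly all actives have a fitted effect of over 50% in size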
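Lithium-sensitised IP1 accumulation assay; M1-expressing CHO cells treated 30 min at 37C with compound. Competitive antibody detection by time-resolved FRET followed a 10 min room-temperature lysis step.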
CBFb-RUNX1 inh – blocks binding between human CBF-beta and RUNX1; Q01196+Q13951; AlphaScreen CBFb-His/RUNX1-biotin binding, biochemical; Potency, µM (highest dose often 59.8 µM), without a hit: at the top dose activity, negative = inhibition, usual class: inhibitors; 230,000 tested, under 10 active; AID 1477; also: % of control where 0% means no effect
Target sequence (Q01196 whole entry, looked up): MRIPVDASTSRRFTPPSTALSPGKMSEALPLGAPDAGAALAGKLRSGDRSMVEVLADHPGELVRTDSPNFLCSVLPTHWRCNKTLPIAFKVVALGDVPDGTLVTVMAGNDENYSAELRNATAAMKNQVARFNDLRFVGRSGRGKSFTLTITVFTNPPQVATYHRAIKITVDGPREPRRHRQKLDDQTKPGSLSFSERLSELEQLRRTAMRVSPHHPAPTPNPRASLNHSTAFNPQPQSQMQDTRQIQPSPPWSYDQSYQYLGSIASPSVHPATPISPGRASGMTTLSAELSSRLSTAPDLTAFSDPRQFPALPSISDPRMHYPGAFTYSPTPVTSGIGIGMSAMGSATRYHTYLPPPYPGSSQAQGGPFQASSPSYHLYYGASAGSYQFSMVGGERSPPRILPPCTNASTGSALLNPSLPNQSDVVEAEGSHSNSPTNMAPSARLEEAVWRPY
Target sequence (Q13951 whole entry, looked up): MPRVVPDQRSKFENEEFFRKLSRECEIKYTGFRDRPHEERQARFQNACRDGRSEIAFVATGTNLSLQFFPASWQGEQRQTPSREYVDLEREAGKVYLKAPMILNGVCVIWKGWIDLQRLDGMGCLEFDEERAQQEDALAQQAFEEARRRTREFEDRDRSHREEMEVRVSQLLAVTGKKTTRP
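AlphaScreen proximity signal reports loss of binding between His-tagged CBF-beta and biotin-labelled RUNX1, each at 30 nM. Proteins are pre-associated for 20 minutes, compounds added for 15 minutes, then beads for 90 minutes, all at ambient temperature.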
HttQ103 aggreg – mutant huntingtin aggregation inhibition; PC12 HttQ103-GFP aggregates, Acumen cytometry, 40 h; Potency, µM (highest dose often 46.1 µM), for inactives: at the highest dose activity change, negative = inhibition, most hits filed as inhibitors; 220,000 compounds, 1.1% hits; also: potency is read from the fitted curve at half-maximal effect; % is scaled to controls: 0 for no effect and ±100 for the full control effect; nearly all actives have a fitted effect of over 60% in size
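Quantitative HTS on tebufenozide-induced (100 nM) PC12 cells stably expressing polyQ103 Huntingtin exon 1–GFP. Reduction of bright GFP aggregates, detected by laser scanning cytometry after lysis, identified actives across the titration.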
LMNA splice mod – changes lamin A minigene splicing in HeLa cells; Potency, µM (top dose mostly 46.1 µM), for inactives: at the highest dose ratio change, negative = inhibition, most hits filed as inhibitors; HeLa LMNA splicing GFP/RFP minigene ratio, 48 h; 200,000 compounds, 0.01% hits; active = well fitted inhibition curve with a large enough effect in the signal ratio, with a control signal flat, not every such curve was filed as active; inconclusive = small, poorly fitted or top-dose-only effect, or effect the other way, or a change in a side signal; the % refers to the signal ratio; also: potency is read from the fitted curve at half-maximal effect; % is scaled to controls: 0 for no effect and ±100 for the full control effect
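S3 HeLa stable clones carrying a lamin A-EGFP splicing minigene plus DsRed2 were seeded at 600 cells/well in Opti-MEM with 2% FBS, pin-dosed and incubated 48 h at 37°C. Acumen cytometry (488 nm) gave the GFP/RFP total-intensity ratio.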
Luc counter – counter-screen: inhibitors of Kinase-Glo firefly luciferase; AID 1379; Potency, µM (top dose mostly 38.3 µM), without a hit: at the highest dose activity change, negative = inhibition, usual class: inhibitors; Kinase-Glo luciferase, ATP luminescence, 8 min; 200,000 compounds, 0.28% hits; Q27757; also: potency is read from the fitted curve at half-maximal effect; % is scaled to controls: 0 for no effect and ±100 for the full control effect; nearly all actives have a fitted effect of over 60% in size
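Compounds were added to a substrate mix at pH 7.2 (50 mM imidazole, 10 uM ATP, within the enzyme's linear range), followed by Kinase-Glo detection reagent; luminescence was measured after 8 minutes at ambient temperature.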
NPSR antagonist – antagonists of human neuropeptide S receptor cAMP signaling; Q6W5P4; CHO-NPSR cells, cAMP TR-FRET, antagonist mode; Potency, µM (highest dose often 38.3 µM), for inactives: top-dose activity change, negative = inhibition, most hits filed as inhibitors; 220,000 compounds, 1% hits; also: potency is read from the fitted curve at half-maximal effect; % is scaled to controls: 0 for no effect and ±100 for the full control effect; nearly all actives have a fitted effect of over 50% in size; many of its hits are not listed in these tables
Target sequence (Q6W5P4 whole entry, looked up): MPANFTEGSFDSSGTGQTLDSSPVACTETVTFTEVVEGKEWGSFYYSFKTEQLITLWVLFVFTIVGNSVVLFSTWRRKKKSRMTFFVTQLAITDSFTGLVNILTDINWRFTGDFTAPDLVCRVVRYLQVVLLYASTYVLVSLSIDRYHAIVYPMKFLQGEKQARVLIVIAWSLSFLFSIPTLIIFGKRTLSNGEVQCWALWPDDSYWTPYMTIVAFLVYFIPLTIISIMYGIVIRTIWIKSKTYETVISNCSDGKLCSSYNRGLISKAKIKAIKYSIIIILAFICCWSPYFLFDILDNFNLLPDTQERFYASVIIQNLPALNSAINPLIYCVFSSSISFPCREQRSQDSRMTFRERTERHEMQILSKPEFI
Active calls of the source: *; ? = inconclusive; nt = not tested or not shown; & = joins results of further samples; [ ] = dose if it differs, or a comment. Unless noted, calls follow the shape of the dose curve; as a rule, active = well fitted curve in the direction sought with a large enough effect; inconclusive = small, poorly fitted or top-dose-only effect, or another doubt; inactive = no such curve, though single readings can be large; an effect the other way counts as inactive or inconclusive. An excerpt; the hit share may differ from the screen's.

SMILES	Epigenetic reg	IMPase Li inh	CBFb-RUNX1 inh	HttQ103 aggreg	LMNA splice mod	Luc counter	NPSR antagonist
O=C1CCC=C1C(O)c1ccc2c(c1)OCO2 (stereo not drawn)	-1.1%	14%	9%	nt	nt	-1%	nt
Nc1ccc(C(=O)O)c(O)c1	1.7%&-2.3%&-3.1%&-1.3%&2.2%	9%&1%&7%&13%&-7%	-25%&-9%&22%&17%&-1%	20%&6%&7%&20%	?	-1%	11%&5%&16%
CCCn1c(SCC(=O)NC(C)C23CC4CC(CC(C4)C2)C3)n[nH]c1=O (stereo not drawn)	0.0%	23%[38.3 µM]	2%	-18%	-3%	18%	1%[46.1 µM]
CCOC(=O)c1ccccc1NC(=O)CSc1nnc(Cc2cccn2C)n1-c1ccc(C)cc1	-0.1%	5%[38.3 µM]	-22%	24%	7%	3%	?
COCCNC(=O)C1=NOC(Cn2cc(C#N)c(=O)n(C)c2=O)C1 (stereo not drawn)	-0.7%	-2%	-6%	?	14%[46 µM]	4%	5%
O=C(N/N=C/c1ccncc1)c1ccccc1	-0.2%	4%[38.3 µM]	1%	-1%	-3%[0.0737 µM]	-9%	7%[46.1 µM]
Cc1cccc(Oc2ncc(-c3ccc(Cl)cc3)cn2)c1	-1.1%	-13%[38.3 µM]	1%	?	2%	-3%	0%[46.1 µM]
CC(C)CC1CC(C)(c2csc(NNC(=O)c3ccccc3)n2)OC1=O (stereo not drawn)	-7.0%	9%	1%	-32%	-5%[46 µM]	1%	22%
COc1ccc(CC(=O)Nc2cc(NC(=O)Cc3ccc(OC)c(OC)c3)cc(C(=O)O)c2)cc1OC	1.1%	3%	-3%	nt	19%[46 µM]	0%	-2%
CSc1ccc(/C=N\NC(=O)COc2ccc(Cl)cc2Br)cc1	2.2%	20%[38.3 µM]	3%	4%	-6%	-5%	-25%[46.1 µM]
C/C=C1\C2C=C(C)C[C@@]1(N)c1ccc(=O)[nH]c1C2	2.7%	1%	5%	nt	nt	1%	nt
Cc1cc(C(=O)OCC(=O)Nc2c(F)cccc2F)c(C)n1-c1ccccc1	4.3%	19%	6%	-14%	nt	2%	-7%
COC(=O)C1=C(C)Nc2ccc(C)cc2S1	-1.0%	17%[38.3 µM]	-5%	15%	-8%	-3%	-3%[46.1 µM]
C/C(=N\Nc1cccc2cccnc12)c1ccccn1	3.9%	14%	?	?	6%[46 µM]	?	-20%
O=C(c1ccccc1)C1CCc2occc2C1=O (stereo not drawn)	0.0%	21%[38.3 µM]	3%	-1%	-2%	0%	14%[46.1 µM]
CCOC(=O)/C(=C/C=C1\Sc2cc(OCC)c(OCC)cc2N1CC)C(C)=O	22µM*	55%[activator]	13%	?	?	-7%	-57%
Cc1cc(NC(=O)CSc2ccc3nnc(-c4ccccc4)n3n2)no1	1.5%	23%[38.3 µM]	-1%	8%	-10%	4%	-2%[46.1 µM]
Cc1ccc(NS(=O)(=O)c2cc(C(=O)O)ccc2Cl)cc1	9.1%	-22%[38.3 µM]	3%	3%[9.22 µM]	10%	10%	-20%[46.1 µM]
Cc1ccc(SCC(=O)NCCN2C(=O)CSC2=O)cc1C	1.6%	18%[38.3 µM]	-3%	-4%	6%	-4%	0%[46.1 µM]
C#CCSc1nccc(-c2nn(-c3ccc(C)cc3)ccc2=O)n1	1.6%	25%[38.3 µM]	-1%	-2%	-8%	-5%	2%[46.1 µM]
CCN(Cc1cc2ccccc2[nH]c1=O)C(=O)c1cccc([N+](=O)[O-])c1	-2.0%	nt	3%	3%[9.22 µM]	nt	nt	-4%
CCC(C)/C=C/C1=CC2=C(Cl)C(=O)C3(C)OC(=O)C(C(=O)C(C)C(C)O)C3C2=CO1 (stereo not drawn)	3.0%	4%	?	2%[9.22 µM]	nt	nt	5%
COc1ccc(CCNC2CC(=O)N(N(C)C)C2=O)cc1OC (stereo not drawn)	3.9%	1%	9%	4%[9.22 µM]	nt	-6%	3%
CCc1c(C)c(C#N)c2nc3ccccc3n2c1-n1nc(C)cc1C	-3.2%	-2%	22%	13%	-4%	1%	-11%
COc1cc([C@@H]2c3cc4c(cc3[C@@H](NC3CCN(Cc5ccccc5)CC3)[C@H]3COC(=O)[C@H]23)OCO4)cc(OC)c1O	0.3%	nt	-7%	-30%[9.22 µM]	nt	nt	3%

Going on with the list:
SMILES	Epigenetic reg	IMPase Li inh	CBFb-RUNX1 inh	HttQ103 aggreg	LMNA splice mod	Luc counter	NPSR antagonist
CCCN1C(=O)CN(C2CCCCCC2)C(=O)C1c1ccc(C)cc1 (stereo not drawn)	0.0%	9%[38.3 µM]	-1%	-12%	1%	0%	-17%[46.1 µM]
Cc1ccc(NCCCCO)cc1C	1.1%	8%	3%	14%[9.22 µM]	22%[9.22 µM]	-8%	24%
COC(=O)c1cccc(-n2c(C)cc(C=O)c2C)c1	1.9%	-7%	-5%	11%	5%	0%	13%
CCOC(=O)C1CCCN(C(=O)CCC(=O)Nc2ccc3nc(N4CCOCC4)cc(C)c3c2)C1 (stereo not drawn)	-1.0%	nt	5%	3%	-2%	nt	-7%[46.1 µM]
CC(=O)Nc1ccc(C(=O)OCC(=O)c2ccc(F)cc2)cc1	-1.3%	-9%	24%	-5%	0%	-8%	8%
Cc1cc2cc(C=C(C#N)C#N)c(Cl)nc2cc1C	1.1%	2%	-13%	?	?	-5%	-58%
CCN1CCC(NC(=O)Nc2ccccc2C(=O)OC)CC1	-1.4%	5%	2%	19%	2%[46 µM]	-4%	10%
Cc1nnc(SCC(=O)N2CCN(c3ccccc3)CC2)n1-c1ccccc1	1.0%	1%[38.3 µM]	-3%	?	2%	-5%	-6%[46.1 µM]
N#Cc1ccc(CSc2nnc3ccccn23)cc1	-1.3%	4%	3%	-13%	nt	0%	10%
CCCNS(=O)(=O)c1cccc(C(=O)NC2CCCc3ccccc32)c1 (stereo not drawn)	-6.3%	25%[38.3 µM]	4%	-9%	-5%	16%	?
COC(=O)c1c(N2C(=O)[C@H]3[C@@H](C2=O)[C@]2(C(=O)Nc4c(C)cc(C)cc42)N2CCC[C@@H]32)sc(C)c1C	-0.3%	-1%	-13%	17%	nt	-2%	-25%
CC(C)(C)Nc1nc2cc([N+](=O)[O-])ccc2o1	-1.2%	nt	4%	-6%[9.22 µM]	nt	nt	3%
O=C(CSc1nnnn1-c1ccc2c(c1)OCCO2)OC1CCCCC1	-0.9%	5%	18%	0%	-4%	3%	-15%[46.1 µM]
Cc1nc2oc3ccc(F)cc3c(=O)c2cc1C(=O)NC(C)(C)C	-2.6%	5%	2%	-18%[9.22 µM]	nt	-3%	2%
Cn1c(NC(=O)c2ccccc2)c(-c2ccccn2)c(=O)c2ccccc21	-11%	22µM*	15%	-6%	-1%	-1%	11%[46.1 µM]
O=C(COC(=O)CNC(=O)c1ccccc1)Nc1ccc(Cl)cc1C(F)(F)F	0.7%	-4%	3%	6%	9%	-1%	1%
C[n+]1ccc(/C=C/c2ccc3ccccc3c2)cc1	0.0%	-67%	5%	nt	nt	nt	nt
Brc1c(-c2ccccc2)nc2n1Cc1ccccc1-2	7.1%	nt	?	-11%[9.22 µM]	nt	nt	-39%
CC1=C(C)CC(C(=O)Nc2ccc(C(N)=O)cc2)C(C(=O)O)C1 (stereo not drawn)	0.2%	13%[38.3 µM]	-1%	-17%	8%	-2%	2%[46.1 µM]
Cc1ccc(/C=C/c2ccc(=O)n(Cc3ccc(Cl)cc3Cl)n2)cc1	-3.2%	-1%[38.3 µM]	10%	-2%	13%	3%	-2%[46.1 µM]
Cc1cccn2c(=O)c3cc(C(=O)N4COCC4(C)C)n(C)c3nc12	0.0%	-13%[38.3 µM]	-2%	21%	-3%	-2%	-3%[46.1 µM]
CCC(C(=O)NCc1ccncc1)c1ccccc1 (stereo not drawn)	0.0%	2%	13%	7%[9.22 µM]	18%[9.22 µM]	-1%	-11%
O=C(Nc1ccc2sccc2c1)c1ccc(Cl)s1	0.0%	44%[activator][38.3 µM]	13%	nt	-7%	-5%	-12%[46.1 µM]
COCCN(C)Cc1cn(-c2ccc(F)cc2F)nc1-c1ccccc1C	-1.1%	19%	2%	?	nt	-3%	29%
CCCc1nnc(NC(=O)Cn2c(=O)oc3ccccc32)s1	-0.9%	-4%	-7%	23%	-7%	2%	2%[46.1 µM]

Following part.
SMILES	Epigenetic reg	IMPase Li inh	CBFb-RUNX1 inh	HttQ103 aggreg	LMNA splice mod	Luc counter	NPSR antagonist
COc1ccccc1C(=O)NCC(=O)N/N=C/c1cc(Br)ccc1OCc1ccccc1	-4.2%	6%	-24%	-8%	?	-3%	-51%
COc1ccc(C)cc1NC(=O)CSc1nnc(CC(=O)Nc2ccccc2C)n1C	-1.0%	20%[38.3 µM]	4%	-29%	1%	-4%	-7%[46.1 µM]
Cc1ccc(S(=O)(=O)NCC(=O)N(CC(=O)NC2CCCC2)c2ccc3c(c2)OCCO3)cc1	-1.2%	-12%[38.3 µM]	4%	-6%	8%	0%	-8%[46.1 µM]
C=CCc1ccc(OCCCCNC(C)CC)c(OC)c1 (stereo not drawn)	-0.7%	4%	-3%	-6%	10%	-1%	7%
Cc1ccc(C(C)C)c(OCC(=O)NN=C2CCCCCCC2)c1	1.0%	1%	1%	15%	-23%	-1%	-57%
CCC(C)C(=O)Nc1cc(Cl)ccc1C(=O)O (stereo not drawn)	2.4%	0%	17%	-2%	nt	3%	-18%
COc1ccc(Cn2c(N)c(C#N)c3nc4ccccc4nc32)cc1OC	5.9%	13%[38.3 µM]	11%	10%[9.22 µM]	22%	0%	-15%[46.1 µM]
N#Cc1ccc(/C=N/NC(=O)c2cccc(S(=O)(=O)N3CCOCC3)c2)cc1	-1.4%	10%	2%	-11%	nt	0%	-11%
COC(=O)c1cc(OC)c(OC)cc1NC(=S)N1CCCCC1	-2.3%	4%[38.3 µM]	-4%	15%	11%	3%	-3%[46.1 µM]
COc1ccc(/C=C2\SC(=O)N(CCNC(=O)CCS(=O)(=O)c3ccc(C)cc3)C2=O)cc1	8.4%	7%	?	-26%	?	-7%	14%
Cc1cc(C(=O)NCc2cc(C(=O)O)co2)co1	5.4%	-6%	3%	23%	3%[46 µM]	2%	10%

Whole records, looked up by structure. Order of screens: Epigenetic reg, IMPase Li inh, CBFb-RUNX1 inh, HttQ103 aggreg, LMNA splice mod, Luc counter, NPSR antagonist
Record of C#CCSc1nccc(-c2nn(-c3ccc(C)cc3)ccc2=O)n1 : 1.6%, 25%[38.3 µM], -1%, -2%, -8%, -5%, 2%[46.1 µM]
Record of CCOC(=O)/C(=C/C=C1\Sc2cc(OCC)c(OCC)cc2N1CC)C(C)=O : 22µM*, 55%[activator], 13%, ?, ?, -7%, -57%

Assay outcomes: PubChem BioAssay, National Center for Advancing Translational Sciences (NCATS)
